High-throughput results: PubChem BioAssay, National Center for Advancing Translational Sciences (NCATS)
GAA glycogen: alters human alpha-glucosidase cleavage of glycogen | actives 0.38% (n = 300,000) | P10253 | recombinant GAA, glycogen substrate, Amplex Red glucose oxidase fluorescence | Potency, µM (doses to about 76.4 µM), inactives show top-dose activity change, negative = inhibition, usual class: inhibitors;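 further: 0% = full enzyme reaction and -100% = no-enzyme basal signal; the screen sought inhibitors and activators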
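Recombinant enzyme (4 nM final) with compounds titrated up to 77 uM and bovine liver glycogen (30 ug) in citrate pH 5.0, 0.01% Tween-20, 37 C 40 min. Released glucose detected by Amplex Red/glucose oxidase (Ex 573/Em 610); AC50 from Hill fits.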
GoLoco inh red: inhibitors of human Gai1-RGS12 GoLoco interaction (red fluorophore); Gai1:RGS12 GoLoco peptide FP, rhodamine, 10 min; AID 880; actives 0.44% (n = 230,000); P63096; Potency, µM (series often up to 61.6 µM), without a hit: at the highest dose activity, negative = inhibition, most hits filed as inhibitors; active means well fitted inhibition curve with a large enough effect, not every such curve was filed as active; inactive means no such curve, though single readings can be large or run the other way; further: on the % scale 0 is the no-effect control and ±100 the full control effect; nearly all actives have a fitted effect of over 30% in size; many of its hits are not listed in these tables
Target sequence (P63096 whole entry, looked up): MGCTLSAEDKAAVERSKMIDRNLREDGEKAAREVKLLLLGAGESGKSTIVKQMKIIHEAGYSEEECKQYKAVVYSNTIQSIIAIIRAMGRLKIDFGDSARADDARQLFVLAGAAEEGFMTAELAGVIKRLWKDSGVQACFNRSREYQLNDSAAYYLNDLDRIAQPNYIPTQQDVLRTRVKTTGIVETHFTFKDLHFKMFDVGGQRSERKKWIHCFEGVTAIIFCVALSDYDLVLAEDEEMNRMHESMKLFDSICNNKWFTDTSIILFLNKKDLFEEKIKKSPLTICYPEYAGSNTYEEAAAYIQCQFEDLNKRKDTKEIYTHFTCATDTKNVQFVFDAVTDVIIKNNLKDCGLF
ALDH1A1 inh: inhibitors of human aldehyde dehydrogenase 1A1 | P00352 | Purified ALDH1A1, NADH fluorescence, propionaldehyde substrate | Potency, µM (top dose mostly 75.3 µM), for the others: top-dose activity, negative = inhibition, usual class: inhibitors | actives 7.3% (n = 220,000); active means well fitted inhibition curve with a large enough effect, not every such curve was filed as active; inconclusive means small, poorly fitted or top-dose-only effect, or another doubt; inactive means no such curve, though single readings can be large or run the other way;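 further: plate controls were no enzyme wells and a reference inhibitor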
JMJD2E inh: inhibitors of human JMJD2E histone demethylase. actives 1.6% (n = 230,000). Potency, µM (top dose mostly 57.1 µM), without a hit: top-dose activity change, negative = inhibition, most hits filed as inhibitors. JMJD2E catalytic domain, FDH-coupled NADH fluorescence (FDH is formaldehyde dehydrogenase). AID 2147; active means well fitted inhibition curve with a large enough effect, not every such curve was filed as active; inconclusive means small, poorly fitted or top-dose-only effect, or another doubt; inactive means no such curve, though single readings can be large or run the other way;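 further: 0% = wells with enzyme and -100% = buffer wells without enzyme; nearly all actives have a fitted effect of over 50% in size; many of its hits are not listed in these tables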
Target sequence (B2RXH2 1-337 limits assumed): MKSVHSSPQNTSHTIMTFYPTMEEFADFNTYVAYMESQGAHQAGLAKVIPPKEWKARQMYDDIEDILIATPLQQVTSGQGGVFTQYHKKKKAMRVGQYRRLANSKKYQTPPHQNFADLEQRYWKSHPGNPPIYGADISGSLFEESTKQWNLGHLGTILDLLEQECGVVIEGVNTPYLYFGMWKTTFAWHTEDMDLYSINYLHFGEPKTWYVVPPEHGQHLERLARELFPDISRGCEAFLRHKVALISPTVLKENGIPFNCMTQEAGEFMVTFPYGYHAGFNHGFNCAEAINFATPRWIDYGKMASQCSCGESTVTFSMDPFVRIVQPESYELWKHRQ
aGlu spleen mod: lysosomal alpha-glucosidase (human) modulation; human spleen homogenate, 4-MU-alpha-glucoside fluorescence; P10253; Potency, µM (series often up to 79.9 µM), for the others: top-dose activity change, negative = inhibition, hits mostly inhibitors; AID 2112; actives 0.006% (n = 240,000);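 further: 0% = enzyme with vehicle and -100% = no enzyme basal signal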
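AC50 values come from Hill-equation fits of concentration-response data, normalized to no-enzyme and full-activity controls. Enzyme source: 1 ug human spleen homogenate; 1 mM fluorogenic 4-MU glucoside, pH 5.0 citrate buffer, 37 C, 40 min.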
SMN2 splice up: increases expression of the SMN2 splice variant. HEK293 SMN2-luciferase splicing reporter, luminescence, 30-36 h. Potency, µM (highest dose often 46.1 µM), without a hit: at the highest dose activity change, positive = activation, most hits filed as activators. actives 2.8% (n = 210,000); further: % of control where 0% means no effect; nearly all actives have a fitted effect of over 55% in size
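HEK293 cells carry an SMN2 […]–luciferase reporter in which exon 7 inclusion puts luciferase in frame. Cells were plated 10-12 h before compound addition, then incubated 30-36 h at 37C. ONE-Glo luminescence was read; sodium butyrate at 4.5 mM final served as control.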
GLA spleen mod: alpha-galactosidase A (human) modulation | P06280 | human spleen homogenate, 4MU-alpha-Gal fluorescence, 40 min | Potency, µM (highest dose often 80 µM), for the others: at the highest dose activity change, negative = inhibition, most hits filed as inhibitors | actives 0.008% (n = 240,000) | AID 2107;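 further: 0% = enzyme with vehicle and -100% = no enzyme basal signal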
Target sequence (P06280 32-429 limits assumed): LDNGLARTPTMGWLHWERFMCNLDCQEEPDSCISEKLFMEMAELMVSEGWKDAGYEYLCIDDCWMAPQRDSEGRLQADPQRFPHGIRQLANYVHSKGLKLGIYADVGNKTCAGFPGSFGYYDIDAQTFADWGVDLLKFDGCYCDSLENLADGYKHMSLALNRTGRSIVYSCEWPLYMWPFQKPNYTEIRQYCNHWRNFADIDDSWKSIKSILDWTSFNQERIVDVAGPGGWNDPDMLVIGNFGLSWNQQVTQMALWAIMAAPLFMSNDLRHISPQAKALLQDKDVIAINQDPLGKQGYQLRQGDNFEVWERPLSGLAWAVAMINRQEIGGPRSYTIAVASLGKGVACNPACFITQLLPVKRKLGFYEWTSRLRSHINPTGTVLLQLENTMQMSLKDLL
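Human spleen homogenate (1 ug) as enzyme source, 4-methylumbelliferyl-alpha-D-galactopyranoside 1 mM final, citrate/phosphate pH 5.0 with 0.01% Tween-20. Compounds 40 min at 37C, NaOH/glycine stop; fluorescence Ex 365/Em 440, Hill-fit AC50.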
GAA inhib: inhibitors of human lysosomal alpha-glucosidase; actives 0.005% (n = 200,000); P10253; Potency, µM (doses to about 76.9 µM), inactives show top-dose activity change, negative = inhibition, actives largely listed as inhibitors; purified human GAA, 4-MU-alpha-glucoside fluorescence; AID 1466;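 further: plate controls were uninhibited enzyme wells for no effect and no-enzyme background for full effect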
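Endpoint fluorogenic read: 20 min room-temperature reaction of 4 nM human alpha-glucosidase with 400 uM 4-methylumbelliferyl-alpha-D-pyranoside, pH 5.0, quenched with 1M NaOH/1M glycine pH 10. AC50 from Hill modeling.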
The depositor's hits bear a star; ? = inconclusive; nt = no result given; [ ] = dose if it differs, or a comment. Unless noted, the call rests on the fitted dose curve; in most records, active means well fitted curve in the direction sought with a large enough effect; inconclusive means small, poorly fitted or top-dose-only effect, or another doubt; inactive means no such curve, though single readings can be large; an effect the other way counts as inactive or inconclusive. Potency means the concentration at half of the fitted maximal effect. A portion of the library. The share of hits here may be higher or lower than overall.

SMILES	GAA glycogen	GoLoco inh red	ALDH1A1 inh	JMJD2E inh	aGlu spleen mod	SMN2 splice up	GLA spleen mod	GAA inhib
COc1ccc(/C=C2\SC(=O)N(CCNC(=O)CCS(=O)(=O)c3ccc(C)cc3)C2=O)cc1	0%	-10%	?	2%	-17%	16µM*	-1%	-9%
Fc1ccccc1CSc1nc2ncccc2[nH]1	3%	5%	22µM*	0%	-21%	22µM*	-3%	-8%
Cc1ccc(CCN2CC(C(=O)O)CC2=O)cc1 (stereo not given)	5%	3%	16%	1%	-1%	?	5%	-10%
Clc1ccc(Cn2ncc3c(N4CCOCC4)ncnc32)cc1	0%	-1%	-4%	12%	-4%	-13%	-1%	0%
CCN(CC)S(=O)(=O)c1ccc(C(=O)NCc2n[nH]c(=S)n2-c2ccccc2OC)cc1	-7%	5%	?	8%	-7%	-8%	-7%	0%
COc1cc(C(=O)N2CCC(NC(=O)C(Cc3ccccc3C)NC(C)=O)CC2)cc(OC)c1OC (stereo not given)	8%	-1%	3%	5%	-3%	0%	0%	7%
O=C(CCNc1cccc(F)c1)c1cccc([N+](=O)[O-])c1	17%	12%	0.63µM*	1%	2%	-4%	-5%	1%
CCC1CCCCN1CCCNC(=O)c1ccc(N2CCOCC2)c(NS(=O)(=O)c2ccc(OC)cc2)c1 (stereo not given)	-3%	11%	?	-4%	2%	?	0%	-5%
S=C(NCc1ccc2[nH]c3c(c2c1)CCCC3)Nc1ccccc1	?	4%	-12%	-7%	-5%	-13%	-8%	?
COc1ccc(CNC(=O)CSc2nnc(C)s2)cc1	-6%	9%	?	-1%	3%	-3%	5%	-9%
CCOC(=O)CNC(=O)CSc1nc2cccnc2n1C1CCCCC1	-7%	5%	0%	-4%	-9%	16%	-8%	-6%
NC(=O)Cn1cnc(-c2ccccc2)c1	-3%	5%	7%	-1%	-4%	-17%	-1%	1%
CC(Sc1nnnn1-c1ccccc1)C(=O)Nc1ccc(Cl)cn1 (stereo not given)	0%	9%	5µM*	0%	-6%	-65%[inhibitor]	2%	-2%
N=C(c1ccc([N+](=O)[O-])cc1)N1CCCCC1	-6%	0%	3%	2%	-3%	-8%	3%	-22%
COc1ccc(C(C)=O)cc1COC(=O)c1cc(C)nc2ccccc12	3%	5%	8.9µM*	?	-3%	-25%	-8%	2%
Cc1cccc(N2CCN(C(=O)CCCOc3ccccc3)CC2)c1C	-13%	3%	?	-4%	-2%	16µM*	6%	-12%
CC(=O)c1cc(C)ccc1OC(=O)c1ccco1	4%	1%	10%	-1%	-8%	1%	0%	1%
Fc1ccccc1Cn1cc(C(=S)N2CCOCC2)c2ccccc21	-11%	6%	nt	0%	-5%	nt	-3%	nt
CC(C)C(=O)N1CCC2(CC1)Oc1ccc(Cl)cc1C(=O)C21CC(c2ccccc2)=NO1 (stereo not given)	-7%	0%	nt	-7%	2%	nt	-5%	nt
COc1ccc(-n2c(=O)c(-c3cc(F)cc(F)c3)nc3cncnc32)cc1	nt	-3%	12%	nt	-13%	nt	-4%	nt
Cc1ccc(C)c(Cn2nnc3c(=O)[nH]c(C(=O)Nc4ccc(F)cc4)nc32)c1	5%	13%	?	15%	10%	9%	16%	-3%
COC(=O)c1cccc(Nc2ccc([N+](=O)[O-])cn2)c1	-12%	-19%	13%	-12%	-1%	nt	1%	-5%
CN(C)/C=N/C1=C(C#N)C(c2cccs2)c2ccc3ccccc3c2O1 (stereo not given)	?	13%	0.32µM*	?	-1%	nt	-1%	?
O=C(NC(=S)N1CCc2ccccc21)c1ccc(Br)o1	16%	8%	?	8%	-6%	-5%	-18%	?
CCCc1nnc(SCC(=O)N(CC)CC)n1CC1CCCO1 (stereo not given)	3%	2%	3%	4%	2%	2%	3%	4%
O=[N+]([O-])c1ccc(N2CCCCC2)cc1N1CCOCC1	-1%	-3%	1%	6%	-8%	?	-9%	2%
CN(c1ccc(OCC(=O)OCC(=O)c2c(N)n(C)c(=O)n(C)c2=O)cc1)S(=O)(=O)c1ccc2ccccc2c1	6%	4%	1%	15%	4%	8%	3%	0%
O=C(CNC(=O)c1ccco1)OCC(=O)c1ccc(Cl)cc1Cl	-18%	14%	-15%	-5%	-3%	6%	2%	11%
COCCn1c(=O)[nH]c2cc(C(=O)NC3CCCCCC3)ccc2c1=O	7%	-4%	?	-2%	3%	166%	8%	?
O=C(/C=C/c1ccc(Cl)c([N+](=O)[O-])c1)c1cccnc1	-10%	11%	-5%	5%	-4%	-8%	9%	5%
CN1CCN(NC(=O)c2ccc(S(=O)(=O)N3CC4(C)CC3CC(C)(C)C4)cc2)CC1 (stereo not given)	6%	2%	nt	-6%	-2%	nt	-2%	nt
C=C(C)C(=O)Nc1cccc(C2=NOC3(C2)C[C@@H](C(N)=O)N(C(=O)c2ccc(Cl)cc2)C3)c1 (stereo not given in full)	3%	1%	nt	-19%	4%	nt	-11%	nt
COc1ccc2c(c1)c(=O)oc1cc(O)ccc12	-4%	-7%	-4%	-11%	0%	nt	3%	nt
Cc1[nH]c2ccccc2c1C(=O)C(=O)N1CCN(C(=O)c2ccco2)CC1	6%	-5%	6.3µM*	?	-3%	-24%	-1%	-5%
O=C(CSc1nnc(COc2ccc(Cl)cc2)o1)N1c2ccccc2CCc2ccccc21	-4%	7%	22µM*	-4%	-16%	-45%[inhibitor]	-16%	-4%
COc1ccccc1C/C(N)=N/O	0%	-2%	1%	-9%	-10%	?	-8%	3%
O=C(Cc1ccc(O)cc1)NCCNC(=S)NCc1ccccc1	5%	1%	7%	-9%	0%	nt	-4%	1%
Cc1cc(CNC(=O)COc2ccccc2F)c2ccccc2n1	2%	8%	9%	-4%	-7%	2%	2%	0%
C=CCSC1=N/C(=C\c2ccsc2)C(=O)S1	8%	2%	-4%	1%	-6%	3%	-1%	0%
Fc1cccc(NC(=S)Nc2cccnc2)c1	-17%	10%	-9%	?	-6%	-1%	-1%	-2%
N#C/C(=N\Nc1ccccc1)C(=N)N1CCOCC1	10%	6%	2%	2%	-2%	76%	-3%	-15%
Cc1ccc(-c2nc(=S)c3c(n2Cc2ccco2)CCCC3)cc1	-8%	26%	13µM*	0%	-1%	-22%	2%	2%
CCC[C@@H]1C[C@@]1(CCC)C(NC(=O)c1ccco1)c1ccc(Cl)cc1 (stereo not given in full)	nt	14%	0%	-6%	0%	-17%	3%	nt
O=C(Cc1ccc(Cl)cc1)Nc1ccc(N2CCCC2)cc1	-3%	-8%	1%	-18%	1%	-13%	6%	-3%
CCN1C(=O)c2cccc3c(S(=O)(=O)Nc4ccncc4)ccc1c23	1%	2%	?	?	-2%	4%	-4%	-6%
COc1cccc(C2C3=C(N=c4s/c(=C\c5ccc(O)cc5)c(=O)n42)c2ccccc2CC3)c1OC (stereo not given)	0%	6%	13%	-5%	-1%	4%	6%	-3%
NC1=NC2(CCCCC2)n2c(nc3ccccc32)N1	-16%	-29%	8%	-1%	-6%	14%	6%	7%
COc1ccccc1NC(=O)c1oc2ccccc2c1NC(=O)c1ccco1	-1%	-2%	?	-20%	-8%	-25%	-6%	?
CCOC(=O)CCCNC(=O)N1CCc2nc(COc3ccccc3)c3c(c2C1)CO[C@@H](C)C3	nt	4%[14.2 µM]	2%[13.5 µM]	-3%[11.4 µM]	1%[17.4 µM]	-3%[9.22 µM]	-1%[17.5 µM]	nt
O=C(CSc1nc2ccc([N+](=O)[O-])cc2[nH]1)NC1CCCCC1	4%	8%	-9%	5%	-6%	-22%	-1%	-6%
CCn1ccnc1CN(C)C(=O)CCc1nnc(CCCc2ccccc2)o1	-8%	-1%	8%	7%	6%	nt	-7%	nt
COc1ccccc1OCCCCOc1ccccc1C(C)=O	-5%	8%	7%	3%	-6%	-58%[inhibitor]	0%	0%
O=C(COc1ccccc1Cc1ccccc1)NCCCN1CCOCC1	-1%	5%	nt	-6%	1%	nt	4%	nt
O=C(NC(Cc1ccccc1)C(=O)Oc1ccc2c(C(F)(F)F)cc(=O)oc2c1)OCc1ccccc1 (stereo not given)	3%	-15%	?	?	0%	-20%	0%	4%
COc1cc(C(=O)NCCC(=O)NCCN2CCCCCC2)cc(OC)c1OC	12%	-2%	2%	-16%	-19%	35%	-19%	1%
COc1ccc(C(C(O)C(=O)c2c[nH]c3ccccc23)N2CCN(c3ccc(OC)cc3)CC2)cc1 (stereo not given)	-2%	-28%	?	3%	1%	12%	-2%	?
COc1ccc(S(=O)(=O)N2CCN(C(=O)c3cccs3)CC2)cc1	4%	2%	10%	1%	0%	-16%	8%	?
CCOC(=O)CSC1=C(C#N)C(c2ccc(F)cc2)C(C(C)=O)=C(C)N1 (stereo not given)	-24%	-2%	22µM*	?	-2%	-14%	0%	-21%
Brc1ccc2c(c1)C(c1cccs1)=NNC(c1cccnc1)=N2	-8%	-1%	3%	6%	-12%	10%	-2%	-4%
CC1CC(=O)C2=C(C1)Nc1nc3ccccc3n1C2c1cccnc1 (stereo not given)	20%	11%	?	?	-5%	7%	16%	?
Cc1cc(C)n(C(=O)Cc2cn3ccsc3n2)n1	4%	1%	?	?	-6%	-16%	-8%	-6%
CCCC(=O)Nc1nc2ccc(NC(=O)c3ccccc3F)cc2s1	-11%	-1%	1%	?	-10%	nt	-17%	nt

Entries from the list above with a cyano group (3):
SMILES	GAA glycogen	GoLoco inh red	ALDH1A1 inh	JMJD2E inh	aGlu spleen mod	SMN2 splice up	GLA spleen mod	GAA inhib
CN(C)/C=N/C1=C(C#N)C(c2cccs2)c2ccc3ccccc3c2O1 (stereo not given)	?	13%	0.32µM*	?	-1%	nt	-1%	?
N#C/C(=N\Nc1ccccc1)C(=N)N1CCOCC1	10%	6%	2%	2%	-2%	76%	-3%	-15%
CCOC(=O)CSC1=C(C#N)C(c2ccc(F)cc2)C(C(C)=O)=C(C)N1 (stereo not given)	-24%	-2%	22µM*	?	-2%	-14%	0%	-21%
